Screens as filed in PubChem BioAssay.
CYP2C19 inhib = blockers of cytochrome P450 2C19 activity – biochemical, luminescence, ADME assay, primary screen | P33261 | CYP2C19 Supersomes, luciferin-H EGE luminescence, 30 min | inhibition, % at 5 µM | 96,000 compounds, 21% hits;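 active = CYP2C19 inhibition above a set limit at 5 µM in the primary screen, cut at about 50% in these data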;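 note: plate controls were negative control wells for no effect and 2.5 mM tranylcypromine positive control for full effect; values of inactives mirror those of a sister screen read the other way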
Target sequence (P33261 whole entry, looked up): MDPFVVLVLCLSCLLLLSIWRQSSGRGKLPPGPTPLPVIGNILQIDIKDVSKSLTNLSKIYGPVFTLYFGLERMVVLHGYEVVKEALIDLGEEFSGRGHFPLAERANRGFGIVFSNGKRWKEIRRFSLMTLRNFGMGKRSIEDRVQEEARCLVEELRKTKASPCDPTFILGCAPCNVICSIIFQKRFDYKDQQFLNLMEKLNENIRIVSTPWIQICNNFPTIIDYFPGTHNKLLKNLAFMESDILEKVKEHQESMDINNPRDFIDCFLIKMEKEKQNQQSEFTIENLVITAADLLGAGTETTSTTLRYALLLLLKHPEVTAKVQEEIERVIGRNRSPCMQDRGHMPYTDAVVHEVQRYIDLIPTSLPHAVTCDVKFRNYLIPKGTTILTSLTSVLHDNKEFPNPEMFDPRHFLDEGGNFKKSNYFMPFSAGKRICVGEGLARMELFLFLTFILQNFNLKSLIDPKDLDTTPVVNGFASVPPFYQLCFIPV
CYP2C19 activ = human CYP2C19 activators, primary screen, biochemical, luminescence; Cytochrome P450 2C19 (Homo sapiens), P33261; recombinant CYP2C19, luciferin-H EGE luminescence; stronger effect = higher value; 0 = fully inhibited enzyme, 1 = untreated enzyme; activation factor at 5 µM; 96,000 tested, under 10 active; AID 1025, 2008;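 active = activation factor of at least 2 at 5 µM in the primary screen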;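 note: 0 = wells with 2.5 mM tranylcypromine and 1 = vehicle-only wells; values of inactives mirror those of a sister screen read the other way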
* hit, by the source's call. Only part of the results is shown; rates above refer to the full screens.

SMILES	CYP2C19 inhib	CYP2C19 activ
O=C(Cn1c(=O)n(CCCCC(=O)NC2CCCC2)c(=O)c2ccccc21)NCCC1=CCCCC1	6	0.9
Cc1nc(-n2[nH]c3c(c2=O)CCCC3)[nH]c(=O)c1Cc1ccccc1	9	0.9
CCNc1nc(Oc2c(Cl)cccc2Cl)cc(C(F)(F)F)n1	36	0.6
C=CCOC(=O)C1=C(C)NC(=S)NC1/C=C/c1ccccc1 (stereo not drawn)	60*	0.4
O=C(CCc1ccccc1)NNC(=O)C1CCCCC1	3	1
COc1ccc(C(=O)Nc2ncc3c(n2)-c2ccccc2CC3)cc1	5	0.9
CCS(=O)(=O)c1ccc2c(c1)N(S(C)(=O)=O)CC(C(=O)NCc1ccccc1OC)O2 (stereo not drawn)	17	0.8
O=C(NC1(C(F)(F)F)NC(=O)N(c2ccc(F)c(Cl)c2)C1=O)c1ccncc1 (stereo not drawn)	82*	0.2
COc1ccc(/C=C/C(=O)NCc2cn(C)nc2C)cc1COc1ccc(Br)cc1	67*	0.3
Cc1ccc2nc(/C(C#N)=C\c3ccc(OC(=O)c4cccs4)cc3)[nH]c2c1	51*	0.5
N#Cc1c(N2CCCC2)nc(N)c2c(N)nc(N3CCCC3)cc12	40	0.6
CC(Oc1ccc(Cl)cc1)C(=O)/C=C/N(C)C (stereo not drawn)	26	0.7
O=c1nc2ccccc2c(NS(=O)(=O)c2ccc(Cl)cc2)n1-c1ccccc1	10	0.9
COc1ccc(N/C=C/C(=O)c2sc(-c3ccccc3)nc2C)cc1	24	0.8
O=C1C(=Cc2cccn2-c2ccc(O)cc2)C(=O)c2ccccc21	10	0.9
O=C1CC(c2ccccc2F)c2cc3c(cc2N1)CCC3 (stereo not drawn)	11	0.9
CC(C(=O)O)N1C(=O)/C(=C/C=C/c2ccco2)SC1=S (stereo not drawn)	8	0.9
Cc1ccc(/C=N\n2c(-c3ccccc3)n[nH]c2=S)s1	5	1
O=C(N/N=C1\CCCc2ccccc21)C(O)c1ccccc1 (stereo not drawn)	29	0.7
Cn1nc(C(F)(F)F)c(C(=O)Nc2ccc(F)cc2F)c1Sc1ccc(Cl)cc1	61*	0.4
Cc1ccc(S(=O)(=O)N2CCC(C(=O)NNS(=O)(=O)c3ccc(Cl)cc3)CC2)cc1	8	0.9
Cc1ccccc1NC(=S)NC(=O)CCc1ccccc1	32	0.7
COc1ccc(C(=O)/C=C(/C)N(C)C)cc1	15	0.9
O=C(CSc1nc(-c2ccccc2)c(-c2ccccc2)o1)N1CCOCC1	40	0.6
Cc1ccc([N+](=O)[O-])cc1-c1ccc2cccc(C)c2n1	16	0.8

Other structures:
SMILES	CYP2C19 inhib	CYP2C19 activ
CC(C)(C)OC(=O)CN1C(=O)C(Sc2n[nH]c(-c3ccccc3)n2)CCc2ccccc21 (stereo not drawn)	69*	0.3
Cc1ccc(-n2nnnc2SCC(=O)Nc2nc(-c3ccc(F)cc3)cs2)cc1C	30	0.7
Cn1cccc1C(=O)C(=O)Nc1ccccc1	49	0.5
Cc1cc2c3nonc3ccc2n1-c1ccccc1	18	0.8
Cc1ccc(-c2nc(N/N=C/c3ccccc3[N+](=O)[O-])c3ccccc3n2)cc1	-10	1.1
CC(C)C(=O)Nc1ccnc(-c2cccnc2)n1	76*	0.2
CCOC(=O)CSCC(NC(=O)OC(C)(C)C)C(=O)OCC (stereo not drawn)	21	0.8
CC12CCC(c3nnc(SCC(=O)Nc4cccc5ccccc45)nc31)C2(C)C (stereo not drawn)	16	0.8
COc1ccccc1NC(=O)C12CC3CC(C1)CC(c1ccc(C)cc1)(C3)C2	57*	0.4
CCN1C(=O)/C(=C/C=C2/SCCN2C)SC1=S	8	0.9
Cc1ccc(-c2nnc(-c3ccccc3S(=O)(=O)Cc3ccc(Cl)cc3)o2)cc1	26	0.7
CCn1c(-c2ccc3ncccc3c2)n[nH]c1=S	26	0.7
Cc1cccc(-n2cnc(C(=O)NC3CCCCCC3)c2)n1	26	0.7
O=C1/C(=C/c2ccncc2)SC(=S)N1C1CCS(=O)(=O)C1 (stereo not drawn)	75*	0.2
O=[N+]([O-])c1ccc(C=Nc2ccc(Cl)cc2Cl)s1	11	0.9
O=C1CC(SC(=Nc2ccccc2)Nc2ccccc2)C(=O)N1c1cccc(Cl)c1 (stereo not drawn)	29	0.7
O=C(COc1ccc([N+](=O)[O-])cc1)N/N=C/c1ccccn1	7	0.9
CCOC(=O)c1c(-c2ccc(OC)cc2)csc1NC(=O)CCN1C(=O)c2ccccc2C1=O	55*	0.4
COc1ccc(Br)cc1C1Nc2ccccc2C(=O)N1NC(=O)c1ccncc1 (stereo not drawn)	31	0.7
COc1ccc2c(Cl)c(C(=O)N/N=C/c3ccc4c(c3)OCO4)sc2c1	-11	1.1
CCOC(=O)N1CCN(C(=O)CSCc2ccccc2C)CC1	28	0.7
CCN(CC)C(=S)SCC(=O)c1ccccc1	30	0.7
Cc1cccc(C(=O)NN2C(=O)C3C(c4ccccc4)C=CC(c4ccccc4)C3C2=O)c1 (stereo not drawn)	49	0.5
Cc1cc(C)cc(NC(=O)c2ccc(CSc3nnc(C)s3)cc2)c1	36	0.6
Cc1cc2cccc(C)c2nc1SCC(=O)N(C)c1nc(-c2ccccc2)cs1	4	1

More results.
SMILES	CYP2C19 inhib	CYP2C19 activ
CCCC(=O)Nc1ccc(C(=O)NNC(=O)c2cccs2)cc1	4	1
COc1cccc(/C=N/NC(=O)CCc2ccccc2)c1	60*	0.4
c1ccc(CCSc2nccn2-c2ccccc2)cc1	61*	0.4
O=C(c1ccccc1)c1cnc(Nc2ccc(Cl)c(Cl)c2)s1	10	0.9
CSc1nc(-c2ccccc2)nn1C(=O)c1ccc(C)cc1	25	0.7
CC1=NN(c2ccc(C)c(C)c2)C(=O)C1C(c1cccc(O)c1)C1C(=O)N(c2ccc(C)c(C)c2)N=C1C (stereo not drawn)	24	0.8
O=[N+]([O-])c1ccc(N2CCN(CCO)CC2)cc1Sc1nc2ccccc2[nH]1	37	0.6
Cc1ccc(NC(=S)NCCc2c[nH]c3ccccc23)cc1	86*	0.1
Cc1ccccc1C(=O)NC(C)c1ccc2c(c1)CCCC2 (stereo not drawn)	18	0.8
COc1ccc(Oc2nc3ccccc3nc2C(F)(F)F)cc1	23	0.8
Cc1ccc(C2C(C=Nc3c(C)n(C)n(-c4ccccc4)c3=O)=C(c3ccccc3)Oc3ccccc32)cc1 (stereo not drawn)	18	0.8
Fc1ccc(Cn2c(SCc3ccc(F)c(C(F)(F)F)c3)nnc2C(F)(F)F)cc1	64*	0.4
CCC(CC)c1nnc(NC(=O)COc2ccc3c(C)cc(=O)oc3c2)s1	-6	1.1
COC(=O)c1ccc(N2CCN(c3ccccc3)CC2)c(NC(=O)C2CC2)c1	38	0.6
CCn1c(-c2ccccc2)c(C(=O)O)c2ccccc21	-6	1.1
CC1=CC(C)(C)N(C(=O)CSc2nnc(C)s2)c2ccc(C)cc21	37	0.6
O=C(Nc1cccc([N+](=O)[O-])c1)c1ccc(CSc2ccccc2)cc1	-4	1
Cc1ccc(-c2nnc(Nc3ccccc3)c3ccccc23)cc1S(=O)(=O)NCC1CCCO1 (stereo not drawn)	56*	0.4
Cc1n[nH]c(=O)n1-c1ccc(Oc2ccccc2)cc1	18	0.8
c1ccc(CSc2nnc(-c3sccc3-n3cccc3)o2)cc1	38	0.6
Cc1c(/C=C/C(=O)c2ccccc2)cnn1C	28	0.7
COc1cccc(/C=N\NC(=O)c2cc(OCC(F)(F)F)ccc2OCC(F)(F)F)c1	12	0.9
CCOC(=O)C1=NNC2(c3ccc(Cl)cc3)C(=O)N(c3cc(C)cc(C)c3)C(=O)C12 (stereo not drawn)	35	0.7
COc1ccc(Oc2nc(C)cc(C)c2S(C)(=O)=O)cc1	14	0.9
COc1cccc(C(=O)NC(=S)Nc2ccc(N3CCCC3)cc2)c1	-24	1.2

Next section
SMILES	CYP2C19 inhib	CYP2C19 activ
CCOC(=O)C(CC)(CC)C(=O)/C=C/c1ccc(Br)cc1	14	0.9
Cc1sc(NC(=O)c2ccc(OCC(C)C)cc2)c(C(N)=O)c1-c1ccc(Cl)cc1Cl	12	0.9
N/C(=N\OC(=O)C1CCCCC1)c1ccccn1	18	0.8
CCOC(=O)Cn1nc(C)n(-c2ccc(C(C)C)cc2)c1=O	11	0.9
Cc1ccc(Nc2ncccc2C(=O)NCc2cccs2)c(C)c1	23	0.8
Nc1ncnc(N(c2ccccc2)C2CCCCC2)c1[N+](=O)[O-]	4	1
COc1ccc(/C=N/NC(=O)CC(=O)NCCc2ccccc2)cc1OC	33	0.7
COc1ccc(/C=N/NC(=O)c2cccc([N+](=O)[O-])c2)cc1OC(=O)c1ccc(C)cc1	36	0.6
COc1cc(C(C#N)N2N=C(c3ccccc3)CC2c2ccccc2)ccc1O (stereo not drawn)	33	0.7
Cc1ccc2c(n1)sc1c(-c3ccc(Br)cc3)c(C#N)c(N)nc12	-4	1
Cc1cccc2cc3c(N)c(C(=O)Nc4ccc(N5CCOCC5)cc4)sc3nc12	33	0.7
CCCc1nnc(NC(=O)Cn2cnc3ccccc3c2=O)s1	-1	1
C=CCSc1nc2ccccc2n1C(=O)/C=C/c1cc(OC)c(OC)c(OC)c1	55*	0.5
Cc1ccc2c(c1)sc[n+]2Cc1ccccc1	66*	0.3
COc1ccc(-c2csc(N3C(=N)SCC3=O)n2)cc1	2	1
Cc1ccc(-c2ccc(=O)n(CC(=O)NCc3ccco3)n2)cc1	13	0.9
FC(F)(F)c1cccc(Cn2nnnc2-c2cc(Cl)cc(Cl)c2)c1	89*	0.1
O=C(NNS(=O)(=O)c1ccccc1)c1cc2cc3ccccc3nc2s1	0	1
Cc1cc(-n2c(C)cc(C(=O)COC(=O)CN=C3NS(=O)(=O)c4ccccc43)c2C)no1	1	1
COc1ccc(CONS(=O)(=O)c2ccc(NC(C)=O)cc2)cc1Cl	53*	0.5
COc1ccc(C2CC(c3ccccc3)=NN2c2ccc(/C=N/NC(=O)c3ccncc3)cc2)cc1 (stereo not drawn)	17	0.8
CCN(CC)C(=O)CSC1c2ccccc2C(=O)N1c1ccccc1 (stereo not drawn)	49	0.5
O=[N+]([O-])c1nn(-c2ccc3c(c2)OCCO3)n(O)c1=Nc1ccc(Cl)cc1	21	0.8
CCOc1cc(CNCc2cccs2)cc(Br)c1OCC	73*	0.3
COc1ccc(Oc2c(C=O)c3ccccc3n2C)cc1	69*	0.3

(further entries)
SMILES	CYP2C19 inhib	CYP2C19 activ
O=C(O)Cc1ccc2ocnc2c1	2	1
CCCC(=O)NC(Nc1ccccc1F)C(Cl)(Cl)Cl (stereo not drawn)	53*	0.5
N#C/C(=C/c1ccc(N2CCCC2)c([N+](=O)[O-])c1)c1nc2ccccc2[nH]1	73*	0.3
Cc1ccc(C2CN(c3ccccc3)CC2C(=O)c2ccc(F)cc2)cc1 (stereo not drawn)	21	0.8
CC(C)NC(=O)c1cc(-c2ccco2)nn1-c1ccc(Cl)cc1	8	0.9
FC(F)(F)c1ccc(CSc2nccn2-c2ccccc2)cc1	82*	0.2
N#C/C(=C\c1cn(CCOc2ccccc2)c2ccccc12)C(=O)NCc1ccco1	11	0.9
COc1cc(C(=O)Oc2ccccc2/C=N/NC(=O)c2ccc(C)cc2)cc(OC)c1OC	33	0.7
Cc1ccccc1CS(=O)(=O)c1snnc1C	55*	0.5
COc1ccc(-c2nsc3c(N4CCN(S(=O)(=O)c5ccccc5F)CC4)ncnc23)cc1	26	0.7
Cc1ccnc(NC(=S)NC(=O)/C=C/c2ccccc2)c1	14	0.9
CCOC(=O)c1c(NC(NC(C)=O)C(Cl)(Cl)Cl)sc(C(C)=O)c1C (stereo not drawn)	38	0.6
Cc1cccc(C(=O)NC(=S)N2CCN(C)CC2)c1	1	1
Cc1cc(C)n2nc(-c3cnn(C)c3C(F)(F)F)c(Cl)c2n1	30	0.7

In the list so far, 16 have an aryl thioether with sulfur outside any ring.
SMILES	CYP2C19 inhib	CYP2C19 activ
Cn1nc(C(F)(F)F)c(C(=O)Nc2ccc(F)cc2F)c1Sc1ccc(Cl)cc1	61*	0.4
O=C(CSc1nc(-c2ccccc2)c(-c2ccccc2)o1)N1CCOCC1	40	0.6
CC(C)(C)OC(=O)CN1C(=O)C(Sc2n[nH]c(-c3ccccc3)n2)CCc2ccccc21 (stereo not drawn)	69*	0.3
Cc1ccc(-n2nnnc2SCC(=O)Nc2nc(-c3ccc(F)cc3)cs2)cc1C	30	0.7
CC12CCC(c3nnc(SCC(=O)Nc4cccc5ccccc45)nc31)C2(C)C (stereo not drawn)	16	0.8
Cc1cc(C)cc(NC(=O)c2ccc(CSc3nnc(C)s3)cc2)c1	36	0.6
Cc1cc2cccc(C)c2nc1SCC(=O)N(C)c1nc(-c2ccccc2)cs1	4	1
c1ccc(CCSc2nccn2-c2ccccc2)cc1	61*	0.4
CSc1nc(-c2ccccc2)nn1C(=O)c1ccc(C)cc1	25	0.7
O=[N+]([O-])c1ccc(N2CCN(CCO)CC2)cc1Sc1nc2ccccc2[nH]1	37	0.6
Fc1ccc(Cn2c(SCc3ccc(F)c(C(F)(F)F)c3)nnc2C(F)(F)F)cc1	64*	0.4
CC1=CC(C)(C)N(C(=O)CSc2nnc(C)s2)c2ccc(C)cc21	37	0.6
O=C(Nc1cccc([N+](=O)[O-])c1)c1ccc(CSc2ccccc2)cc1	-4	1
c1ccc(CSc2nnc(-c3sccc3-n3cccc3)o2)cc1	38	0.6
C=CCSc1nc2ccccc2n1C(=O)/C=C/c1cc(OC)c(OC)c(OC)c1	55*	0.5
FC(F)(F)c1ccc(CSc2nccn2-c2ccccc2)cc1	82*	0.2

Quoted at random: 3 compounds from above.
SMILES	CYP2C19 inhib	CYP2C19 activ
Cc1ccnc(NC(=S)NC(=O)/C=C/c2ccccc2)c1	14	0.9
N#C/C(=C\c1cn(CCOc2ccccc2)c2ccccc12)C(=O)NCc1ccco1	11	0.9
COc1ccc(-c2nsc3c(N4CCN(S(=O)(=O)c5ccccc5F)CC4)ncnc23)cc1	26	0.7
